# inhibitors of VEEV – inhibitors of VEEV TC-83 cytopathic effect, confirmation, Vero cells (AID 588727). actives 0.13% (n = 350,000). inhibition, % at 20 µM, or IC50 in µM where a hit was titrated. Vero cells, VEEV TC-83 cytopathic effect inhibition; higher % means a stronger effect; in the data active = a potency from the dose series; inconclusive = inhibition mostly from about 14% at the one dose, without a potency; inactive = the rest, 99 in 100 with inhibition below about 12%; note: strong numbers were not always called active
# Salmonella PhoP GFP – PhoP regulon inhibitors, Salmonella typhi PhoP promoter GFP reporter, confirmatory (AID 1850); Salmonella Typhi PhoP-promoter GFP reporter, fluorescence, 4 h; higher % means a stronger effect; one-dose inhibition, % at 50 µM; IC50 in µM for titrated hits; actives 0.33% (n = 310,000); in the data active = a potency from the dose series; inconclusive = inhibition mostly from about 25% at the one dose, without a potency; inactive = the rest, 99 in 100 with inhibition below about 19%;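 note: 0% = induced wells with vehicle and 100% = uninduced wells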
# M. tuberculosis HTS – M. tuberculosis growth inhibition, HTS (AID 449762). M. tuberculosis H37Rv growth inhibition, 7H9 media; higher % means a stronger effect. inhibition, % at 25 µM, or IC50 in µM where a hit was titrated. actives 0.59% (n = 330,000); in the data active = a potency from the dose series; inconclusive = inhibition above about 70% without an active follow-up result;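 note: bacterial growth assessed after seven days of incubation; strong numbers were not always called active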
# M. tuberculosis – growth inhibition of non-replicating M. tuberculosis (AID 488890) | Mycobacterium tuberculosis non-replicating, growth inhibition; higher % means a stronger effect | actives 0.39% (n = 320,000) | inhibition, % at 25 µM; hits with a dose series show IC50 in µM; in the data active = a potency from the dose series; inconclusive = inhibition mostly from about 82% at the one dose, without a potency; inactive = the rest, 99 in 100 with inhibition below about 76%;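 note: plate controls were DMSO cells for no effect and high antibiotic wells for full effect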
# H1N1 NS1A inhibition – H1N1 influenza NS1A inhibitors, functional cell based assay (AID 504329); NS1A functional cell-based assay, percent inhibition; higher % means a stronger effect; one-dose inhibition, % at 12.5 µM; IC50 in µM for titrated hits; actives 0.3% (n = 340,000); in the data active = a potency from the dose series; inconclusive = inhibition above about 27% without an active follow-up result; note: strong numbers were not always called active
# inhibitors of VEEV 10K pilot screen – recorded beside inhibitors of VEEV, whose call it bears; inhibition, %; measured here: 10K pilot screen inhibition
# Numbers without * were called inactive; i = inactive; ? = inconclusive; . = not tested or not shown.
# The opening 2 records, to show the layout:
SMILES,inhibitors of VEEV,Salmonella PhoP GFP,M. tuberculosis HTS,M. tuberculosis,H1N1 NS1A inhibition,others
Cc1ccc(S(=O)(=O)N(C)C)cc1NC(=O)COC(=O)C1CC(=O)N(c2ccc3c(c2)OCCO3)C1 (configuration not stated),1.5%,6%,-9%,-10%,-3%,
Cc1c(C(=O)N2CCCC2)sc(NC(=O)c2cccc(Cl)c2)c1C#N,1.0%,-7%,0%,21%,8%,

# Main list, from the first entry:
SMILES,inhibitors of VEEV,Salmonella PhoP GFP,M. tuberculosis HTS,M. tuberculosis,H1N1 NS1A inhibition,others
Cc1ccc(S(=O)(=O)N(C)C)cc1NC(=O)COC(=O)C1CC(=O)N(c2ccc3c(c2)OCCO3)C1 (configuration not stated),1.5%,6%,-9%,-10%,-3%,
Cc1c(C(=O)N2CCCC2)sc(NC(=O)c2cccc(Cl)c2)c1C#N,1.0%,-7%,0%,21%,8%,
C/C(=N/NC(=O)c1cc(-c2cccc([N+](=O)[O-])c2)n[nH]1)c1cccc(O)c1,0.7%,20%,-4%,14%,-1%,
NC(=O)NC(CC(=O)NCCCc1ccccc1)c1ccccc1Cl (configuration not stated),i,5%,-2%,-13%,0%,
CCOc1ccc(N/C=C/C(=O)c2ccc(OC)c(OC)c2)cc1,0.8%,-10%,?,?,-3%,
CC1(C)CC(NC(=S)NC(=O)c2cc(Br)ccc2Cl)CC(C)(C)N1,0.8%,.,10%,63%,-2%,
CCCCNC(=O)CCCn1c(=S)[nH]c2cc3c(cc2c1=O)OCO3,i,-6%,-3%,-8%,-3%,
O=C(Nc1c(F)cc(F)cc1Br)c1cc2nc(C(F)F)cc(C(F)F)n2n1,4.4%,2%,-2%,-7%,2%,
O=C(COC(=O)c1ccc2c(c1)OCCO2)NCCc1ccccc1,2.5%,.,7%,20%,0%,
CCOC(=O)Cn1nc(C)c2c1CCCC2=O,0.6%,4%,-9%,-12%,12%,
CCN(CCO)Cc1cn[nH]c1-c1ccc(C)c(C)c1,i,-12%,-20%,4%,-10%,inhibitors of VEEV 10K pilot screen=2.9
O=C(c1ccc(-c2ccccc2)c(F)c1)C1CCCN(C(=O)c2cncs2)C1 (configuration not stated),2.5%,5%,36µM*,31%,-11%,
O=C(CN1C(=O)CCC1=O)Nc1nc(-c2ccc3ccccc3c2)cs1,3.2%,3%,5%,7%,-5%,
COc1cccc(C2c3[nH]c4ccccc4c3C[C@H]3C(=O)N(C4CC4)CC(=O)N23)c1 (some centres not stated),0.3%,15%,-2%,-4%,-10%,
COc1cc(OC)cc(-c2oc(=O)c3cc(OC)c(OC)cc3c2/C=C/c2ccc(F)cc2)c1,1.5%,.,-5%,14%,-14%,
S=c1[nH]nc(COc2ccccc2)n1/N=C/c1ccc(Cl)c(Cl)c1,2.3%,10%,5%,-3%,1%,
NS(=O)(=O)c1ccc(N/N=C/c2ccc(O)c(O)c2O)c([N+](=O)[O-])c1,0.6%,.,.,.,22%,
NNC(=O)CSc1c(-c2ccccc2)c2cc(Cl)ccc2[nH]c1=O,1.5%,10%,5%,12%,-1%,
CC(C)CNS(=O)(=O)c1ccc(CCC(=O)Nc2ccc3c(c2)OCCO3)cc1,i,-7%,-2%,7%,10%,
COc1ccc(-c2nnc(NC(=O)c3ccccc3[N+](=O)[O-])s2)c(OC)c1,1.9%,7%,-2%,5%,4%,inhibitors of VEEV 10K pilot screen=1.6
O=C(CCN1CCN(c2ccccc2)CC1)NNC(=O)c1cccc2ccccc12,1.3%,-2%,2%,-3%,-4%,
O=C(NCc1csc2ccc(Cl)cc12)Nc1ccccc1,i,-10%,-6%,2%,1%,
O=C(CCNC(=O)c1ccc([N+](=O)[O-])cc1)Nc1ccc(F)cc1F,2.3%,-14%,18%,.,-4%,
Cc1cc(C)n2nc(C)c(Br)c2n1,0.8%,-11%,3%,-29%,3%,
CCc1nc(C#N)c(N2CCCCC2)o1,1.9%,-11%,5%,-10%,-1%,

# 5 structures already listed, arranged by molar mass, descending.
SMILES,inhibitors of VEEV,Salmonella PhoP GFP,M. tuberculosis HTS,M. tuberculosis,H1N1 NS1A inhibition,others
CC1(C)CC(NC(=S)NC(=O)c2cc(Br)ccc2Cl)CC(C)(C)N1,0.8%,.,10%,63%,-2%,
O=C(CCN1CCN(c2ccccc2)CC1)NNC(=O)c1cccc2ccccc12,1.3%,-2%,2%,-3%,-4%,
S=c1[nH]nc(COc2ccccc2)n1/N=C/c1ccc(Cl)c(Cl)c1,2.3%,10%,5%,-3%,1%,
NS(=O)(=O)c1ccc(N/N=C/c2ccc(O)c(O)c2O)c([N+](=O)[O-])c1,0.6%,.,.,.,22%,
O=C(CN1C(=O)CCC1=O)Nc1nc(-c2ccc3ccccc3c2)cs1,3.2%,3%,5%,7%,-5%,

# Additional structures follow.
SMILES,inhibitors of VEEV,Salmonella PhoP GFP,M. tuberculosis HTS,M. tuberculosis,H1N1 NS1A inhibition,others
C=CCCCCCCCCC(=O)NN,0.1%,16%,?,12%,4%,
CCSc1nnc2n1C(C)(C)Cc1ccccc1-2,0.9%,6%,-10%,-8%,-3%,
COC(C(=O)Nc1ccnn1C1CCN(Cc2ccc(C)o2)CC1)c1ccccc1 (configuration not stated),7.5%,-1%,-8%,-9%,-5%,
CC(NC(=O)c1cccs1)c1n[nH]c(=S)n1C (configuration not stated),i,-2%,-2%,0%,-7%,
CC(NS(=O)(=O)c1cccc(S(=O)(=O)c2ccccc2)c1)C(=O)O (configuration not stated),2.7%,8%,-5%,-9%,-7%,
O=C(CSC1=NS(=O)(=O)c2ccccc2N1)Nc1nccs1,1.3%,1%,14%,8%,-1%,
CNC(=O)CSc1nc(N)c2c3c(sc2n1)CCC3,0.5%,-5%,-3%,-3%,-14%,
CCOc1ccccc1Oc1coc2cc(O)ccc2c1=O,4.9%,2%,-3%,-15%,-4%,
Cc1ccc2nc(-c3ccccc3)c(NC(=O)c3ccco3)n2c1,1.7%,1%,-1%,5%,-10%,
CC(C)(C)NC(=O)C(Cc1ccccc1)N1C(=O)c2ccccc2C1=O (configuration not stated),0.1%,-2%,1%,13%,-5%,
COC(=O)c1cnc2ccccc2n1,1.9%,-5%,-3%,-5%,8%,
Cc1cc(NC(=O)COC(=O)CCS(=O)(=O)c2cc(Cl)ccc2Cl)no1,1.6%,5%,-7%,14%,-4%,
O=C(Nc1nnc(-c2ccco2)o1)c1ccc(S(=O)(=O)N2CCOCC2)cc1,1.1%,3%,14%,11%,10%,
CC[C@H]1OC(=O)C[C@@H](O)[C@H](C)[C@@H](O[C@@H]2O[C@H](C)C[C@H](N(C)C)[C@H]2O)[C@@H](CC=O)C[C@@H](C)C(=O)C=C[C@]2(C)O[C@H]2[C@@H]1C,.,7.2µM*,?,66%,.,
COc1cc(/C=C2\SC(c3ccccc3)=NC2=O)cc(Cl)c1O,2.8%,.,.,.,13µM*,
CC(C)OC(=O)c1cc(Cl)c(=O)n(Cc2ccc(Cl)cc2Cl)c1,2.3%,7%,9%,16%,-10%,
O=C(CNS(=O)(=O)c1ccc2ccccc2c1)OCc1csc(-c2ccccc2)n1,i,-7%,13%,?,6%,
CCOC(=O)C(=CNc1ccc(N2CCOCC2)cc1)C(=O)OCC,0.5%,5%,9%,2%,-2%,
COc1ccc(Cl)cc1-n1c(=S)sc2c(=O)[nH]c(SCC(=O)NCC3CCCO3)nc21 (configuration not stated),0.8%,-20%,0%,23%,2%,inhibitors of VEEV 10K pilot screen=0.0
Cc1cc(-c2ccc(Cl)cc2)n2nc(C)cc2n1,0.7%,4%,-1%,-3%,-15%,
C/C(=N\OCC(=O)OCC(=O)N(C)c1ccccc1)c1ccc2c(c1)OCO2,i,.,0%,65%,-5%,
Cn1cccc1C(=O)N1CCN(S(=O)(=O)c2ccccc2)CC1,2.2%,13%,8%,-2%,8%,
CCOc1ccc(CCNC(=O)c2sc3nc4n(c(=O)c3c2C)CCC4)cc1,0.2%,0%,8%,25%,3%,
Cc1cc(NC(=O)CC(C)C)c(=O)n(Cc2ccccc2F)c1,0.3%,-9%,2%,-12%,3%,
CCCN1CCC(=O)N(CCO)CC1,0.0%,-2%,-4%,-7%,-3%,inhibitors of VEEV 10K pilot screen=1.7
SMILES,inhibitors of VEEV,Salmonella PhoP GFP,M. tuberculosis HTS,M. tuberculosis,H1N1 NS1A inhibition,others
COc1ccc(-n2c(C)n[nH]c2=O)cc1OC,0.2%,-5%,-3%,-2%,6%,
O=C(CCC1CCCC1)Nc1cc(C(F)(F)F)ccc1N1CCOCC1,0.8%,11%,3%,16%,-1%,
O=C(CC1CCCCC1)OCn1nnc2ccccc2c1=O,0.1%,-6%,?,-1%,9%,
CCC(C)NS(=O)(=O)c1cc2c3c(c1)CCN3C(=O)CC2 (configuration not stated),i,-2%,3%,0%,3%,
Cc1cc(C)c(NC(=O)CS(=O)CC(=O)Nc2ccc(F)cc2F)c(C)c1 (configuration not stated),5.2%,11%,6%,-4%,2%,
CCc1ccc(OC)c(S(=O)(=O)NCCOc2ccccc2)c1,i,-6%,-8%,6%,-5%,
Nc1nc(-c2ccccc2)c(N=Nc2ccccc2Cl)s1,2.2%,-4%,10%,60%,9.9µM*,
Cc1ccccc1NC(=O)CCC(=O)N/N=C/c1cccnc1,6.2%,-7%,-4%,-17%,-9%,
COc1cc(C(=O)Nc2nnc(CC(C)C)s2)c([N+](=O)[O-])cc1OC,i,-3%,-2%,14%,-8%,
CNC(=O)c1[nH]cnc1C(=O)Nc1ccccn1,0.3%,5%,-1%,-7%,-1%,
CC1=C(C(=O)OC(C)C)C(c2cccs2)NC(=O)N1 (configuration not stated),0.2%,-2%,3%,-6%,0%,
C=C(C)COc1ccc(-c2nc(N)nc(C(F)(F)F)c2-c2ccc(OC)cc2)c(O)c1,4.6%,-2%,2%,8%,-14%,
O=c1cc(-c2ccccc2)nc2c(-c3ccccc3)c(C(F)(F)F)[nH]n12,5.0%,-8%,-5%,25%,.,
COc1cc(/C=N/NC(=O)CCc2c(C)n[nH]c2C)cc(OC)c1OC,6.1%,-6%,6%,6%,-4%,
Nc1ccc(C2(c3ccc(N)cc3)c3ccccc3-c3ccccc32)cc1,2.0%,0%,-6%,63%,5%,
O=C(O)c1cccnc1C(=O)N1CCc2c([nH]c3ccccc23)C1C(F)(F)F (configuration not stated),i,-11%,7%,-2%,.,
COc1ccc2cc(C(=O)N3CCOCC3)sc(=O)c2c1OC,1.0%,11%,2%,-4%,-6%,
CCOc1ccc(C(=O)COC(=O)C2CCN(c3ccc(C(F)(F)F)cn3)CC2)cc1,2.3%,-1%,24%,27%,-10%,
CCO[C@H]1OC(C(=O)NCc2ccccc2)=C[C@@H](c2ccc(Br)cc2)[C@@H]1CCCO,0.7%,-2%,5%,-6%,-9%,
O=[N+]([O-])c1cc(-c2ccc([As](=O)(O)O)cc2)ccc1[As](=O)(O)O,.,5%,4%,-3%,.,
CC(C(=O)NCCCn1ccnc1)(c1ccccc1)c1ccccc1,i,2%,1%,1%,-2%,
COC(=O)/C=C1/SC(=NC(=O)c2cccc([N+](=O)[O-])c2)NC1=O,2.2%,8%,2%,-7%,-3%,
Cc1cccc(Nc2nc(-c3ccccc3)cs2)n1,5.6%,2%,12%,43%,-2%,
CC1NC(=O)N(C)C2NC(=O)N(C)C(c3ccccc3)C12 (configuration not stated),1.1%,12%,0%,-23%,-16%,
Cc1cccc(NC(=O)c2ccc(NS(=O)(=O)c3c(C)noc3C)cc2)c1,4.1%,-4%,4%,-10%,1%,
O=[N+]([O-])c1ccc(N/N=C/c2ccc[nH]2)cc1,i,-1%,-2%,?,27%,
Cc1ccc(S(=O)(=O)N(CC(=O)NCC2CCCO2)C2CCCCC2)cc1 (configuration not stated),0.3%,0%,4%,-2%,1%,
Nc1nnc(COc2cccc(C(F)(F)F)c2)s1,4.1%,3%,-3%,6%,-3%,

# Assay outcomes deposited in PubChem BioAssay by Southern Research Specialized Biocontainment Screening Center.
